# Screening results as filed in PubChem BioAssay.
# NTR1 agonist – NTR1-driven beta-arrestin-GFP spot formation – imaging, U2OS cells, high content, primary screen (AID 493036); P30989; agonist mode; activation, % at 20 µM; 330,000 tested, 0.17% active;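 active = activation at or above 40% of the spot to cytoplasm intensity ratio, with at least 20 cells analyzed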;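 note: 0% = DMSO without peptide and 100% = 100 nM NTR1 peptide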
# Target sequence (P30989 whole entry, looked up): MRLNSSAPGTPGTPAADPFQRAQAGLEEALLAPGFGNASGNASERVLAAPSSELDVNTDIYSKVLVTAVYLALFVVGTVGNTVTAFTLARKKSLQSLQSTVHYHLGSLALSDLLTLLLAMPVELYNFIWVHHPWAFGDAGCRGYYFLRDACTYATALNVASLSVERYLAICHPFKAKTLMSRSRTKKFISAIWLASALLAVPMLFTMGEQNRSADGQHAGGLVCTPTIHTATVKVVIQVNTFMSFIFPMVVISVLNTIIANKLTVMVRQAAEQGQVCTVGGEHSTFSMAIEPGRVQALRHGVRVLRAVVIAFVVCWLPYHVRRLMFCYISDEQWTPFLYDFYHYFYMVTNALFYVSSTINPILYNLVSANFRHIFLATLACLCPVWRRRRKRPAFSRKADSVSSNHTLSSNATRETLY
# GPR55 activation – GPR55 agonists via beta-arrestin recruitment, primary screen, imaging, U2OS cells, beta-arrestin-GFP redistribution (AID 1961); activation, % at 10 µM, or EC50 in µM where a hit was titrated; U2OS GPR55 beta-arrestin-GFP redistribution imaging; higher % means a stronger effect; 290,000 tested, 0.048% active;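 active = activation above 40% with more than 50 cells counted in the well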;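 note: U2OS osteosarcoma cells stably expressing GPR55 and beta-arrestin-GFP; plate controls were DMSO negative control for no effect and LPI positive control for full effect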
# GPR35 arrestin U2OS – inhibition of zaprinast-stimulated GPR35 beta-arrestin translocation – imaging, U2OS, beta-arrestin-GFP, zaprinast agonist, primary screen (AID 2058) | U2OS GPR35 beta-arrestin-GFP translocation imaging, zaprinast antagonism; higher % means a stronger effect | inhibition, % at 10 µM; hits with a dose series show IC50 in µM | 290,000 tested, 0.052% active;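 active = inhibition of at least 50% with at least 30 cells and total cytoplasm GFP at most 10,000,000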
# GPR55 antagonists – GPR55 antagonists blocking LPI-driven arrestin recruitment, primary screen, imaging, U2OS, beta-arrestin-GFP, LPI agonist (AID 2013) | U2OS GPR55 beta-arrestin-GFP translocation imaging, LPI antagonism; higher % means a stronger effect | one-dose inhibition, % at 10 µM; IC50 in µM for titrated hits | 290,000 tested, 0.13% active;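 active = spots per cell inhibited over 60%, with over 100 cells counted and total cytoplasm intensity under 500,000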;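 note: U2OS cells stably carrying GPR55 and arrestin-GFP stimulated by 5 µM LPI near EC80; imaged beta-arrestin-GFP aggregate spots per cell after agonist stimulation; plate controls were LPI-stimulated DMSO wells for no effect and DMSO wells without LPI for full effect; some results filed as inactive read as strong as hits; confirmed hits need IC50 under 10 µM and bright autofluorescent wells are also inconclusive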
# KOR beta-arrestin-1 – KOR antagonists, beta-arrestin recruitment, cell-based, luminescence, uHTS (AID 1778). KOR beta-arrestin recruitment, luminescence, antagonist mode; higher % means a stronger effect. one-dose inhibition, % at 10 µM; IC50 in µM for titrated hits. 290,000 tested, 0.091% active; in the data active = inhibition above about 50%; note: strong numbers were not always called active
# KOR beta-arrestin-2 – KOR agonists, beta-arrestin recruitment, primary screen, cell-based, luminescence, uHTS (AID 1777). KOR beta-arrestin recruitment, luminescence; higher % means a stronger effect. one-dose activation, % at 10 µM; EC50 in µM for titrated hits. 280,000 tested, 0.02% active; in the data active = activation above about 50%, passing the limit was not always enough; note: a part of the inactive calls stands beside numbers as strong as those of hits
# NOD1 NF-kB reporter – NOD1 signaling inhibitors, primary screen, cell-based, luminescence, uHTS (AID 1578). NOD1-driven NF-kB luciferase reporter cells, luminescence; higher % means a stronger effect. 290,000 tested, 1% active. one-dose inhibition, % at 4 µM; EC50 in µM for titrated hits; in the data active = inhibition mostly above about 36%, no sharp cut-off; inactive = mostly below about 34%;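 note: HEK-293T reporter cells stimulated with the NOD1 agonist gamma-tri-DAP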
# K1F lysis inhibition – protection from phage-mediated lysis, alamar blue read-out – E. coli UTI89, K1F phage, bacterial capsule biogenesis inhibitors (AID 488966); one-dose inhibition, % at 100 µM; IC50 in µM for titrated hits; 340,000 tested, 0.02% active; E. coli UTI89 K1F phage lysis, alamar blue, 2 h; higher % means a stronger effect;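 active = phage lysis inhibition, versus mean bacterial control, above a set limit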;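 note: capsule biogenesis inhibitors block K1F phage lysis so surviving cells raise fluorescence; higher fluorescence means more inhibition of phage lysis; actives were called in the ten point dose series up to 300 µM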
# Rac1 GTP hydrolysis – MgcRacGAP GTPase-activating activity inhibitors, confirmation, biochemical, ADP Hunter fluorescence; inhibition, % at 30 µM, or IC50 in µM where a hit was titrated; AID 624330; MgcRacGAP-stimulated Rac1 GTP hydrolysis, ADP Hunter fluorescence; higher % means a stronger effect; GST-tagged Rac1 F28L mutant substrate; 340,000 tested, 0.6% active;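 active = first-screen hits whose inhibition reached a set limit at any dose in the follow-up dose series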;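 note: fluorescence reports GDP produced by GAP-driven GTP hydrolysis; strong numbers were not always called active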
# NTR1 agonist cell count 20 µM – second read-out of NTR1 agonist, no call of its own (marks repeat the call); cell count; measured here: cell count, cytotoxicity flag
# The depositor's hits bear a star; / = no result given; [ ] = dose if it differs, or a comment.
Structure,NTR1 agonist,NTR1 agonist cell count 20 µM,GPR55 activation,GPR35 arrestin U2OS,GPR55 antagonists,KOR beta-arrestin-1,KOR beta-arrestin-2,NOD1 NF-kB reporter,K1F lysis inhibition,Rac1 GTP hydrolysis
CCOC(=O)C1CCN(C(=O)CC2C(=O)N(Cc3ccccc3)C(C)c3nc4ccccc4n32)CC1 (stereo not given),-0.9,50,0.2%,-9%,4%,/,/,-17%,4.5%,5%
CC(C)(C)n1cnc2cc(NCc3cccs3)ccc21,-1.4,60,0.5%,3%,-5%,0%,2.7%,-53%,0.3%,12%
Cc1ccc(-c2nnc(-c3cc(C)on3)o2)cc1,0.1,68,0.2%,-2%,-2%,-10%,0.2%,-4%,0.1%,4%
CNC(=O)N(c1ccccc1)c1ccccc1,-0.4,39,0.0%,11%,10%,4%,2.0%,-8%,-0.1%,16%
NC(=O)C1(N2CCCCC2)CCN(C(=S)Nc2ccccc2)CC1,1.4,53,-0.2%,16%,4%,15%,2.5%,-33%,5.1%,8%
CCc1cccc2c(/C=N/NC(=O)c3cccc(S(=O)(=O)Nc4ccccc4Cl)c3)c[nH]c12,7.7,44,0.9%,-2%,6%,/,-2.9%,1%,1.1%,8%
CCSC1=C(C#N)C(=O)n2c1cc1c2CCCC1,11,85,-0.1%,2%,7%,-34%,1.4%,67%*,-0.2%,25%
NNC(=O)c1oc2nc(-c3ccccc3)cc(-c3ccccc3)c2c1N,2.5,89,-0.1%,19%,-4%,20%,8.3%,4%,-0.2%,0%
CC(C)=C1C2CCC1C1C(=O)N(c3nc(-c4ccccc4)c(C)s3)C(=O)C21 (stereo not given),4.9,58,-0.1%,-5%,0%,17%,11%,-16%,2.0%,5%
COc1ccc(N2CCN(C(=O)COc3cccc4ccccc34)CC2)cc1,3.4,41,-0.1%,3%,7%,4%,-1.7%,-24%,2.5%[50 µM],19%
Cc1cc(C)n(Cc2ccc(Cl)cc2Cl)c(=O)c1S(=O)(=O)c1ccccc1,2.7,39,-0.2%,12%,4%,-4%,-5.7%,6%,1.6%,6%
CC(NS(=O)(=O)c1ccccc1)C(N)=O (stereo not given),-3.8,84,-0.1%,4%,3%,-47%,3.5%,-6%,3.8%,0%
Cc1cccc(NC(=O)Cn2cnc3c(cnn3-c3ccc(F)cc3)c2=O)c1C,0.9,56,-0.1%,-23%,5%,-14%,-1.7%,-16%,-0.8%,2%
O=C(CN1CCN(S(=O)(=O)c2ccc(Cl)cc2)CC1)NC(=O)NC1CCCCC1,5.2,68,0.2%,-11%,-10%,-10%,3.0%,-4%,0.5%,3%
NC(=O)c1nsc(C(=O)N(Cc2ccc(F)cc2)C(C(=O)NCC2CCCO2)c2ccc(F)cc2)c1N (stereo not given),-2.2,49,-0.2%,-6%,3%,-17%,-3.5%,-10%,-0.2%,-3%

# The closing 7 records of the section above open the next one.
Structure,NTR1 agonist,NTR1 agonist cell count 20 µM,GPR55 activation,GPR35 arrestin U2OS,GPR55 antagonists,KOR beta-arrestin-1,KOR beta-arrestin-2,NOD1 NF-kB reporter,K1F lysis inhibition,Rac1 GTP hydrolysis
CC(C)=C1C2CCC1C1C(=O)N(c3nc(-c4ccccc4)c(C)s3)C(=O)C21 (stereo not given),4.9,58,-0.1%,-5%,0%,17%,11%,-16%,2.0%,5%
COc1ccc(N2CCN(C(=O)COc3cccc4ccccc34)CC2)cc1,3.4,41,-0.1%,3%,7%,4%,-1.7%,-24%,2.5%[50 µM],19%
Cc1cc(C)n(Cc2ccc(Cl)cc2Cl)c(=O)c1S(=O)(=O)c1ccccc1,2.7,39,-0.2%,12%,4%,-4%,-5.7%,6%,1.6%,6%
CC(NS(=O)(=O)c1ccccc1)C(N)=O (stereo not given),-3.8,84,-0.1%,4%,3%,-47%,3.5%,-6%,3.8%,0%
Cc1cccc(NC(=O)Cn2cnc3c(cnn3-c3ccc(F)cc3)c2=O)c1C,0.9,56,-0.1%,-23%,5%,-14%,-1.7%,-16%,-0.8%,2%
O=C(CN1CCN(S(=O)(=O)c2ccc(Cl)cc2)CC1)NC(=O)NC1CCCCC1,5.2,68,0.2%,-11%,-10%,-10%,3.0%,-4%,0.5%,3%
NC(=O)c1nsc(C(=O)N(Cc2ccc(F)cc2)C(C(=O)NCC2CCCO2)c2ccc(F)cc2)c1N (stereo not given),-2.2,49,-0.2%,-6%,3%,-17%,-3.5%,-10%,-0.2%,-3%
O=C(C1CCCN(S(=O)(=O)Cc2ccccc2)C1)N1CCCCC1 (stereo not given),0.2,52,0.4%,-3%,14%,-22%,5.5%,6%,0.5%,6%
N#CCCn1cc(C(=O)Nc2ccc([N+](=O)[O-])cc2)c(-c2cccs2)n1,-1.0,83,-0.1%,-6%,2%,31%,0.6%,-15%,0.7%,4%
COc1ccccc1-n1nnnc1SCC(=O)NC1CCCCC1,0.3,40,0.5%,-10%,-6%,-22%,3.8%,34%,-0.1%,7%
CC(=O)c1ccc(S(=O)(=O)Nc2ccc(N3CCOCC3)cc2)cc1,-1.8,28,0.2%,1%,24%,0%,1.4%,7%,0.1%,7%
CC1CC(c2ccccc2)n2nc(NC(=O)c3cccs3)nc2N1 (stereo not given),-1.0,45,-0.1%,-3%,11%,-11%,3.2%,-13%,0.1%,13%
O=C(CSc1ccc(Cl)cc1)NNC(=O)c1ccco1,-0.2,79,0.0%,3%,-10%,-1%,-3.0%,-28%,1.4%[50 µM],6%
Cc1ccccc1NCC(=O)c1ccc(Br)cc1,-1.2,54,0.0%,-8%,-6%,5%,0.2%,-11%,0.7%,-1%
CCCOC(=O)c1ccc2c(c1)C(=O)N(c1ccccc1)C2=O,-0.8,53,-0.2%,8%,-8%,25%,1.4%,14%,4.0%,5%
Cc1nc2scc(C)n2c(=O)c1S(=O)(=O)N1CCN(c2ccccn2)CC1,-0.7,48,-0.1%,4%,3%,-4%,-2.9%,-6%,0.8%,3%
O=C(CSc1nnc(-c2ccco2)o1)c1ccc(O)cc1O,-0.2,62,-0.2%,-2%,2%,-3%,0.4%,-6%,-0.1%,7%
CCS(=O)(=O)c1ccc2c(c1)N(S(C)(=O)=O)CC(C(=O)NCCOC)O2 (stereo not given),-2.4,71,0.2%,-12%,14%,-40%,-1.8%,15%,-0.1%,3%
C[N+]1(CCNC(=O)/C=N/O)CCCCC1,2.0,75,-0.1%,-14%,-1%,12%,-2.2%,-21%,1.8%,5%
NC(=O)CC12CC3CC(C1)CC(CC(N)=O)(C3)C2,4.3,68,-0.1%,1%,3%,-12%,-4.7%,-13%,-1.2%,-1%
CC(=O)Nc1c(N)c2ccccc2oc1=O,0.4,49,0.3%,-16%,-1%,-24%,3.7%,-35%,0.7%,3%
CN(C(=O)Cn1cnc([N+](=O)[O-])n1)C1CCCCC1,0.6,56,0.0%,-6%,-14%,-22%,3.4%,-26%,0.3%,-5%

# An excerpt from above in order of molar mass, high to low.
Structure,NTR1 agonist,NTR1 agonist cell count 20 µM,GPR55 activation,GPR35 arrestin U2OS,GPR55 antagonists,KOR beta-arrestin-1,KOR beta-arrestin-2,NOD1 NF-kB reporter,K1F lysis inhibition,Rac1 GTP hydrolysis
O=C(C1CCCN(S(=O)(=O)Cc2ccccc2)C1)N1CCCCC1 (stereo not given),0.2,52,0.4%,-3%,14%,-22%,5.5%,6%,0.5%,6%
CC1CC(c2ccccc2)n2nc(NC(=O)c3cccs3)nc2N1 (stereo not given),-1.0,45,-0.1%,-3%,11%,-11%,3.2%,-13%,0.1%,13%
O=C(CSc1ccc(Cl)cc1)NNC(=O)c1ccco1,-0.2,79,0.0%,3%,-10%,-1%,-3.0%,-28%,1.4%[50 µM],6%

# (continued)
Structure,NTR1 agonist,NTR1 agonist cell count 20 µM,GPR55 activation,GPR35 arrestin U2OS,GPR55 antagonists,KOR beta-arrestin-1,KOR beta-arrestin-2,NOD1 NF-kB reporter,K1F lysis inhibition,Rac1 GTP hydrolysis
CCN(CC)c1nc(N)c2c(N)n(-c3ccccc3C)c(=S)c(C#N)c2c1C#N,1.0,81,0.2%,-10%,12%,-50%,-2.4%,8%,-0.4%,2%
Cc1ccc(C)c(Nc2nc(-c3ccncc3)nc3ccccc23)c1,4.8,86,-0.1%,-2%,4%,8%,5.0%,7%,0.1%,6%
Cc1ccccc1NN1C(=O)C=CC1=O,2.9,35,-0.3%,14%,8%,15%,-2.9%,-3%,0.8%,11%
O=C(Nc1ccccc1)N1CCCN(Cc2ccccc2F)C1,0.4,45,-0.1%,-1%,2%,6%,12%,-19%,-0.5%,12%
CCN(CC)CCCC(C)NC(=O)c1c(NC(=O)c2ccccc2)sc2c1CCCC2 (stereo not given),5.3,63,0.2%,6%,3%,10%,-7.5%,-13%,0.0%,144µM*
Cc1cc(=O)[nH]c(N/N=C/c2ccco2)n1,-1.3,51,-0.1%,-4%,-3%,5%,2.4%,-32%,-0.8%,12%
O=C(Nc1ccccc1F)c1cc(S(=O)(=O)N2CCCCC2)cs1,-0.5,54,-0.1%,-13%,-10%,24%,1.8%,-4%,-0.3%,7%
CCOC(=O)C1CSc2[nH]c(=O)sc2C1c1ccccc1 (stereo not given),1.9,59,-0.1%,-6%,-1%,-11%,-2.1%,-8%,2.0%,8%
CCN(CC)N=Nc1cccc(NC(C)=O)c1,-1.1,89,0.0%,0%,9%,1%[20 µM],/,-37%,2.8%,0%
O=C(CN1CCN(C/C=C/c2ccccc2)CC1)NCc1ccccc1,-0.9,87,0.5%,-6%,-8%,-11%,-3.2%,-35%,0.3%,4%
O=C(OCN1C(=O)c2ccccc2C1=O)/C(=C\c1ccco1)NC(=O)c1ccccc1,-0.3,75,0.3%,-2%,12%,-3%,-2.9%,1%,0.4%,8%
CCC(C)[C@H](NC(=O)N1CCC(Cc2ccccc2)CC1)C(=O)O (stereo not given in full),-0.2,89,-0.1%,2%,0%,-23%,8.1%,-12%,0.3%,5%

# The list is partial. The share of hits here may be higher or lower than overall.
